Rev-erbA mod = modulators of Rev-erb alpha DNA binding, primary screen, biochemical, FITC-DNA, fluorescence polarization, uHTS. Rev-erbα–FITC-DNA binding, 90 min. activity, % at 10 µM. actives 0.79% (n = 370,000). AID 1259318, 2017. Nuclear receptor subfamily 1 group D member 1 (Homo sapiens), P20393;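 active = activity above about 14%, limit read from the data; passing the limit was not always enough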;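 note: 0% = DMSO wells with 35 nM protein and 100% = DMSO wells with 750 nM protein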
ADAM17 inh = ADAM17 inhibitors, primary screen, biochemical, QFRET; Disintegrin and metalloproteinase domain-containing protein 17 (Homo sapiens), P78536; recombinant ADAM17, EDANS/DABCYL FRET peptide cleavage; inhibition, % at 6.95 µM; actives 0.83% (n = 370,000);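 active = inhibition above the mean of compounds lying between control limits plus 3 SD, set per campaign, cut at about 8.5% in these data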;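 note: 0% = DMSO-only wells as the low control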
hgDAF-12 ag = H. glycines DAF-12 receptor agonists, primary screen, cell-based, luminescence, HEK293, GAL4 fusion, UAS-luciferase; HEK293 GAL4-hgDAF12 UAS-luciferase reporter, agonist luminescence; normalized to butyrate control; activation, % at 6.8 µM; actives 1.8% (n = 370,000); AID 687014, 2013;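 active = activation above a cutoff set at the mean of all screened compounds plus 3 SD, cut at about 10% in these data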;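 note: 0% = DMSO wells and 100% = sodium butyrate wells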
ssDAF12 agonist = S. stercoralis DAF-12 nuclear receptor activators, primary screen, cell-based, luminescence, HEK293, GRIP1 co-expression, lit1-tk-luc; HEK293 ssDAF-12/GRIP1 lit1-tk-luc reporter; % of 3 µM dafachronic acid response; activation, % at 6.8 µM; actives 1% (n = 370,000);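 active = activation above the mean over all tested compounds plus 3 SD, cut at about 0.9% in these data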;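 note: 0% = DMSO-only wells and 100% = 3 µM delta7-dafachronic acid wells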
SMARCA2 activ = SMARCA2 (BRM) function activators, primary screen, cell-based, luminescence, high throughput; MG213 cells, MMTV-luciferase reporter, dexamethasone, overnight; activation, % at 9.1 µM; actives 1% (n = 370,000); AID 652017, 2013; in the data active = activation above about 7.8%;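 note: 0% = vehicle wells and 100% = reference activator wells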
hcDAF-12 act = H. contortus DAF-12 nuclear receptor activators, primary screen, cell-based, luminescence, HEK293, lit1-tk-luc reporter; HEK293 hcDAF-12 lit1-tk-luc reporter; 0% DMSO, 100% Δ7-dafachronic acid; actives 1.4% (n = 370,000); activation, % at 6.8 µM; AID 652067, 2013;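 active = activation above the mean of all tested compounds plus 3 SD, cut at about 5.5% in these data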;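 note: 100% = response to 3 µM Δ7-dafachronic acid high control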
DAX1 inh-1 = DAX1 (NR0B1) inhibitors on StAR promoter, primary screen, cell-based, luminescence, SF-1 (NR5A1), full-length DAX-1; HEK293T StAR-luciferase reporter, SF-1/DAX-1 repression relief; inhibition, % at 6.8 µM; actives 1.1% (n = 370,000); AID 652010, 2013;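 active = inhibition above the mean over all tested compounds plus 3 SD, cut at about 3.6% in these data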;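 note: 0% = DAX-1 cells with DMSO and 100% = cells lacking DAX-1 with DMSO; higher inhibition means more luminescence from relief of DAX-1 repression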
PLC-beta3 inh = human PLC-beta3 inhibitors, primary screen, biochemical, fluorescence; 1-phosphatidylinositol 4,5-bisphosphate phosphodiesterase beta-3 (Homo sapiens), Q01970; Purified PLC-beta3, fluorogenic substrate; inhibition, % at 12.2 µM; actives 0.18% (n = 370,000); AID 720704, 2013; in the data active = inhibition above about 11%;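 note: 0% = median of compound wells on plate and 100% = full blocker control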
Target sequence (Q01970 whole entry, looked up): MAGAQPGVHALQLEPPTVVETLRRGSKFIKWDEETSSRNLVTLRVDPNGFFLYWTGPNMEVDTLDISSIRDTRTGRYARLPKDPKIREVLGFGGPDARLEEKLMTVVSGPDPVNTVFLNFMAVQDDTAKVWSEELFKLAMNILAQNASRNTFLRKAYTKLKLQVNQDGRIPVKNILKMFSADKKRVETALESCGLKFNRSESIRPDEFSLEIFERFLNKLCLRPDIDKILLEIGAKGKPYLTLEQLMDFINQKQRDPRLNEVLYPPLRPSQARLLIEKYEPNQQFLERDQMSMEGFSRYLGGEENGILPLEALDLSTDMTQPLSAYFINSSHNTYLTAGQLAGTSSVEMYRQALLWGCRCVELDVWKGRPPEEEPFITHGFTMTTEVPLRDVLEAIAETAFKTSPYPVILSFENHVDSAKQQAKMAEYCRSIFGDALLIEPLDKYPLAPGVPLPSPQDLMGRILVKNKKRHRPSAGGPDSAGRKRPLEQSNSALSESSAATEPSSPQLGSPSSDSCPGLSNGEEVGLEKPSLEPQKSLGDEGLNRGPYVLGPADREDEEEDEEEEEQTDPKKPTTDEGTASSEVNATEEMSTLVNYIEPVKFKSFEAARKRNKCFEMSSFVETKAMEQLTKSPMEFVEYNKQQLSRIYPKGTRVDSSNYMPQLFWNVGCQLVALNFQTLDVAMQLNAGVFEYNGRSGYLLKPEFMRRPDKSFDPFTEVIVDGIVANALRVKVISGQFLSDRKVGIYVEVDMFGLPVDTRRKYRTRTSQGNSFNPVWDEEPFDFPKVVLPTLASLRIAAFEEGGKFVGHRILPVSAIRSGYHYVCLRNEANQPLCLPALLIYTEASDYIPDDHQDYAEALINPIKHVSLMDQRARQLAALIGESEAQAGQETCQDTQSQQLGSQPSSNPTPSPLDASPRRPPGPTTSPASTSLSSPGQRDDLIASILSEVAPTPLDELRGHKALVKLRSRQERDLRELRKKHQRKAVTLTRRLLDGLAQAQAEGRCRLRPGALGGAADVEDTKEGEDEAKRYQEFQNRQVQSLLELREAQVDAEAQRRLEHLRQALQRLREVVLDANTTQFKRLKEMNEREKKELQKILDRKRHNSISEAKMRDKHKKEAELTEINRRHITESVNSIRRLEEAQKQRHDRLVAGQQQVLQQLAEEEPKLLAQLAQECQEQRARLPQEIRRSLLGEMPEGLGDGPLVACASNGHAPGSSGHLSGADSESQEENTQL
PLCg1 inh = PLC-gamma1 enzyme inhibitors, primary screen, biochemical, fluorescence, purified enzyme; 1-phosphatidylinositol 4,5-bisphosphate phosphodiesterase gamma-1 (Homo sapiens), P19174; fluorogenic substrate; inhibition, % at 12.2 µM; actives 0.84% (n = 370,000); AID 720700, 2013; in the data active = inhibition above about 9.5%
MBD2 inh = inhibitors of MBD2 binding to methylated DNA, primary screen, biochemical, TR-FRET, DNA-binding domain, human | Methyl-CpG-binding domain protein 2 (Homo sapiens), Q9UBB5 | MBD2 binding to methylated oligonucleotide | inhibition, % at 4.4 µM | actives 0.31% (n = 370,000); in the data active = inhibition above about 13%
DAX1 inh-2 = DAX1 (NR0B1) inhibitors, primary screen, cell-based, HEK293, Gal4-DAX1, luciferase luminescence | Nuclear receptor subfamily 0 group B member 1 (Homo sapiens), P51843 | HEK293 Gal4-DAX1 luciferase reporter | inhibition, % at 6.75 µM | actives 0.99% (n = 340,000) | AID 504766, 2011;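 active = inhibition above the mean over all tested compounds plus 3 SD, cut at about 4.2% in these data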;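 note: 0% = DAX1-transfected cells with DMSO and 100% = empty-vector control cells with DMSO; inhibition shows as a rise in luminescence from relieved DAX1 repression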
* = called active by the depositor; i = inactive; . = no result given.

canonical_smiles,Rev-erbA mod,ADAM17 inh,hgDAF-12 ag,ssDAF12 agonist,SMARCA2 activ,hcDAF-12 act,DAX1 inh-1,PLC-beta3 inh,PLCg1 inh,MBD2 inh,DAX1 inh-2
CC(NC(=O)Cc1cccs1)C(c1cccs1)N1CCOCC1 (stereo not given),-2.7,1.2,1.2,-0.8,0.4,-1.9,-0.2,3.9,2.6,-1.6,-1.1
O=C(CSCCc1ccccn1)Nc1ccc(Br)cn1,7.0,0.2,2.8,-0.5,-0.7,0.0,0.1,1.3,0.8,-2.2,1.2
Cc1ccc(S(=O)(=O)N2[C@@H](c3cccc(C)c3)C(C(=O)O)=C[C@H]2CC2CCCC2)cc1,2.1,-3.9,0.3,-0.8,-0.8,-0.5,-0.2,-7.7,-2.5,0.2,-0.9
COc1cccc(C2CC(=O)Nc3cc4c(cc32)OCCO4)c1OC(C)C (stereo not given),-3.7,0.0,-1.1,-1.7,-5.0,-3.4,0.2,-2.3,0.3,1.6,0.3
COc1ccc(NC(=O)C2=CC(c3cccs3)=NS(=O)(=O)N2C)cc1,3.0,3.0,-1.6,0.1,-3.7,-0.6,-1.7,3.4,7.8,0.7,2.3
Cc1ccc(NC2C(=O)NC(=O)NC2=O)cc1,-4.9,-4.0,-2.2,-0.7,2.3,0.8,0.3,-7.9,4.6,1.7,-0.8
O=C(CCNS(=O)(=O)c1cccs1)Nc1nccs1,1.9,-2.3,2.1,-0.6,-3.1,0.0,0.9,-1.7,8.7,7.1,0.5
O=C(O)c1ccccc1C(=O)NNc1ccc(F)cc1,3.2,3.0,-1.4,-1.2,-3.0,0.5,0.2,5.4,2.0,3.9,0.5
CS(=O)(=O)N(CC(=O)N1CCOCC1)c1cc(Cl)ccc1Cl,-1.6,1.4,0.3,-1.1,-2.9,0.4,-0.7,-0.1,1.4,3.8,0.0
COc1ccc(N2Cc3cccc(C(=O)NC(C)CCc4ccco4)c3C2=O)cc1 (stereo not given),-18.3,-5.1,1.3,-1.4,3.3,-1.6,-2.3,-264.6,-179.6,11.9,-0.8
CC(=O)N1C2=CCCC3CCCCC23c2ccccc21 (stereo not given),0.6,0.8,2.8,-1.5,-2.3,-0.2,0.8,-3.0,3.4,0.6,1.4
CCC(/C=N/NC(=O)c1ccccc1F)CC,-0.4,-0.8,17.9*,-0.8,5.9,1.4,2.3,2.8,0.5,-6.4,5.3*
COc1cccc(NC(=O)COc2cc(O)c3c(c2)OC(C)(C)CC3=O)c1,3.1,0.5,6.3,-1.4,3.9,-1.3,0.7,-2.4,-1.6,-1.4,2.8
COc1ccc(CNc2nccn3ccnc23)cc1,-3.8,0.0,0.7,-1.5,3.6,0.3,1.7,-0.2,-0.2,-0.4,.
Cc1ccc(NC(=O)c2oc3ccccc3c2NC(=O)c2ccc3c(c2)OCO3)cc1,3.9,-0.9,2.3,1.1*,-0.2,0.7,0.0,0.8,-2.7,-0.9,-0.1
CCC(C)NCCCOc1ccc(C)cc1OC (stereo not given),-1.4,-3.6,-0.6,-1.2,0.4,0.1,0.1,3.1,1.6,0.2,-0.2
Cc1ccc(C)c(OCCC(=O)OCC(=O)NC2CCS(=O)(=O)C2)c1 (stereo not given),-5.5,-0.1,-0.7,-0.6,-1.8,1.8,-0.9,-2.5,3.8,0.2,-0.3
CCc1noc(C)c1C(=O)N1CCN(S(=O)(=O)c2ccccc2C(F)(F)F)CC1,-1.2,5.2,-0.5,-1.0,-2.1,-0.7,1.8,0.8,2.1,0.0,-0.5
O=C(CN1CCN(C(=O)c2cncn2-c2ccc(F)cc2)CC1)Nc1ccccc1C(F)(F)F,3.0,-0.7,-1.1,-1.2,-0.2,-2.1,1.1,-4.3,-0.6,-4.4,-0.3
CNC(=S)N(CCc1c(C)[nH]c2ccc(C)cc12)Cc1ccc(OC)c(OC)c1,0.5,-1.4,3.2,-0.3,-2.4,2.9,-0.8,-18.6,-10.8,0.7,0.0
COc1cc(OC)cc(-c2nc(-c3ccc(Br)cc3)no2)c1,18.1,1.4,0.1,-1.1,1.0,2.1,-0.2,-4.7,-0.6,-4.4,1.1
CCc1ccccc1NC(=O)NCCN1CCCCC1,1.5,1.2,-1.2,-0.4,-1.7,-0.9,0.1,-1.4,-0.6,1.9,-0.5
COC(=O)C1=C(C(=O)OC)[C@@H]2N(C)c3ccc(OC)cc3[C@@]23C[C@@H](C(=O)OC)N(C(=O)c2ccco2)C3=N1,3.7,-2.9,-0.7,-1.5,-1.2,-0.1,0.7,3.9,-0.1,-0.5,0.7
CCc1ccc(NC(=O)C2C3CCC(O3)C2C(=O)O)cc1 (stereo not given),-2.9,-3.1,1.3,-0.2,-0.6,-1.3,0.5,-5.0,-1.8,5.9,0.4
COc1ccc(C(=O)OCc2ccccc2C#N)cc1S(=O)(=O)N1CCOCC1,-0.9,0.3,-2.6,-1.4,-2.4,-2.0,-1.3,-1.0,2.3,4.3,0.2
COc1ccccc1CN1C[C@@H]2C[C@@H](C3=Cc4cc(Cl)ccc4OC3)N3CCC[C@@]23C1=O,2.7,-3.7,1.5,-1.3,-1.7,-1.7,-1.0,-14.8,-9.7,1.3,0.3
CCCSCC(=O)Nc1ncc2c(n1)-c1ccccc1CC2,-7.0,-114.1,-2.8,-1.6,-1.6,-3.7,-0.5,-56.0,-49.5,-0.3,-0.2
N#CC(C#N)=C1CCCc2sccc21,6.3,-46.3,3.1,-0.2,-1.0,2.7,-1.5,-97.7,-72.2,-4.2,2.2
Cc1cc(F)ccc1C(O)c1ncc(-c2cccc(F)c2)[nH]1 (stereo not given),1.7,-2.5,-0.9,-1.2,-5.9,-1.1,-0.4,2.8,2.0,3.8,.
COc1cccc(N2CCN(C3C4CC5CC(C4)CC3C5)CC2)c1 (stereo not given),-1.8,-0.4,6.8,-0.9,3.0,1.4,0.1,0.5,-0.3,-3.3,2.0
COc1ccc(NC(C)=O)cc1NC(C)C(=O)Nc1ccccc1F (stereo not given),-9.3,2.3,-2.2,-0.9,-3.8,0.6,0.3,-3.2,-0.2,-2.9,5.7*
CCOc1ccc([C@@H]2CC=C(C(=O)O)CN2S(=O)(=O)c2ccc(C)cc2)cc1,2.8,0.7,0.4,-1.1,1.8,-0.4,0.4,-0.6,-2.2,-3.6,0.1
CCOC(=O)C1C(C(=O)OC)=C(c2ccc(OC)cc2)c2ccccc2N1S(=O)(=O)C(F)(F)F (stereo not given),0.7,0.8,0.2,-1.3,1.1,-1.1,-1.8,-50.3,-35.8,-6.6,-1.5
c1cncc(-c2nc(NCc3ccc4c(c3)OCO4)c3ccccc3n2)c1,-7.9,-4.2,0.3,-0.8,-7.3,-1.9,-0.8,-13.8,-2.5,-5.2,-2.9
COC(=O)c1c(C(=O)OC)c2c(-c3ccccc3)cc3cccc1n32,-16.3,-433.2,0.9,-1.8,-1.1,-1.4,-2.2,i,i,-4.9,-0.3
CC(C)C(=O)Nc1ccc(NC(=O)c2ccc(COc3ccccc3)cc2)cc1,-4.3,-2.6,-0.6,-1.5,-1.6,2.7,0.3,1.1,-2.8,3.4,-0.6
CCOC(=O)C1=C(O)/C(=C\c2cc(C)n(-c3ccccc3F)c2C)N=C1C,-3.4,-7.8,0.7,-1.2,0.9,0.8,0.4,-40.2,-32.8,-8.5,-0.7
CC1CCCC(NC(=O)CCC(=O)NCc2ccccc2)C1C (stereo not given),2.5,-1.5,-1.2,-1.1,2.1,-0.4,0.7,-0.9,3.5,0.4,0.4
CCN(CC)CCn1c(NCc2cccc(OC)c2OC)nc2ccccc21,-4.1,-3.6,-1.5,-1.0,0.4,-1.8,1.0,0.6,1.3,2.5,1.2
Nc1ccccc1SCc1cc([N+](=O)[O-])cc2c1OCOC2,0.6,1.1,3.2,-1.2,3.9,0.3,0.8,2.3,0.6,0.1,1.5
COc1ccc(NC(=S)NC2CC3CCCC(C2)N3C2CC2)cc1 (stereo not given),-0.4,0.9,-0.1,-0.8,0.7,0.6,0.1,-5.3,-1.7,2.9,-0.7
CCc1ccc(N2CC(C(=O)Nc3cccc(C(=O)NC4CC4)c3)CC2=O)cc1 (stereo not given),-0.9,-1.7,0.4,-1.1,-0.6,-0.1,-1.3,0.3,-0.3,1.3,-0.5
Cc1ccc(NC(=O)CCC(=O)NNC(=O)NC23CC4CC(CC(C4)C2)C3)cc1C,0.0,-3.0,0.1,-1.5,-5.1,-2.3,-1.5,-2.0,0.6,0.6,3.1
CCCSc1nc(C)c(-c2csc(C(C#N)=C3CCCC3)n2)cc1C#N,-18.7,-5.8,-6.4,-2.3,-6.3,-3.6,-3.7,-18.9,-8.7,16.2*,-1.9
CC(=O)/C(N=Nc1ccc2c(c1)OCCO2)=C(\C)O,-1.9,0.1,-15.5,-2.7,-7.2,-4.4,-2.8,-4.0,-2.0,-2.0,-2.9
Cc1ccc2c(c1)N(CC(=O)NCC1CCCO1)C(=O)C(C)O2 (stereo not given),-2.6,0.7,1.2,-0.9,-1.5,-1.5,0.9,-0.1,3.3,0.2,1.4
Cc1ccccc1COc1ccc(-c2nn[nH]n2)cc1,0.3,-4.7,1.6,-1.1,1.7,-2.0,-0.1,-7.2,1.9,2.1,-0.1
Cc1c(Cl)cccc1-n1nnnc1-c1cccs1,1.9,0.6,-1.4,-0.7,-1.9,-2.3,-0.7,-0.4,3.8,-0.9,1.7
C/C(=N/N1CCN(Cc2cccc3ccccc23)CC1)c1ccco1,4.5,-5.8,0.0,-1.2,-3.7,0.4,-0.2,-0.9,-2.4,1.4,-3.7

Single values from the entries so far:
Nc1ccccc1SCc1cc([N+](=O)[O-])cc2c1OCOC2 in ssDAF12 agonist = -1.2
CCOC(=O)C1=C(O)/C(=C\c2cc(C)n(-c3ccccc3F)c2C)N=C1C in MBD2 inh = -8.5
